Screening data from PubChem.
Chronic BCR inh – chronic active BCR signaling inhibition. ABC-DLBCL IkBa-CBG/CBR reporter, luminescence ratio, 4 h. Potency, µM (highest dose often 46.1 µM), for the others: at the top dose ratio change, negative = lower green/red ratio, actives largely listed as inhibitors. 340,000 compounds, 0.05% hits. AID 493014; active means well fitted inhibition curve with a large enough effect in the signal ratio, with a control signal flat, not every such curve was filed as active; inconclusive means small, poorly fitted or top-dose-only effect, or effect the other way, or a change in a side signal; the % refers to the signal ratio;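 further: potency means the concentration at half of the fitted maximal effect; plate controls were basal doxycycline-induced cells for no effect and cells given 10 µM MG132 for full effect; MG132 reads +100%, hits lower the ratio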
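Doxycycline induced both beetle luciferases in TMD8 lymphoma cells; IKK-driven degradation limits the IkappaBalpha-fused green signal, while red luminescence normalises for cell number and nonspecific effects. Compounds tested up to 46 uM, 4 hrs.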
KCNH2 WT inh – inhibitors of human wildtype KCNH2 potassium channel; Q12809; U2OS, BacMam KCNH2, thallium flux FluxOr; active compounds read low; activity change, % at 1.84 µM; 340,000 compounds, 0.37% hits;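 active means maximum activity change below -70%; inconclusive means maximum activity change between -70% and -50%; inactive means maximum activity change above -50%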
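U2OS cells transduced with wild-type KCNH2 virus are loaded with FluxOr dye for 45 min, and thallium flux is measured in kinetic reads before and after stimulation buffer. Rate constants are normalized to DMSO controls.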
B2AR arrestin – beta2AR (human) beta-arrestin recruitment activity; beta-arrestin recruitment to beta2AR, cell-based reporter; P07550; 330,000 compounds, 0.02% hits; Potency, µM (series often up to 46.1 µM), inactives show at the top dose activation, actives largely listed as activators;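 further: potency means the concentration at half of the fitted maximal effect; 0% = DMSO controls and full agonism = EC100 isoproterenol or metaproterenol; nearly all actives have a fitted effect of over 65% in size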
Coupling enz – coupling enzyme interference in Giardia aldolase counter-screen; coupling enzyme system counterscreen, AmpLite Red fluorescence; activity change, negative = inhibition, % at 58.2 µM, hits read low; 290,000 compounds, 0.67% hits; in the data active means activity change below about -30%
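First, compound is pin-transferred into glyceraldehyde-3-phosphate coupling-enzyme reagent at 57.5 uM final and held 10 min at RT. Next, substrate, coupling system and AmpLite Red are added. After 20 min RT, fluorescence (525/598 nm) is read.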
Eya2 phos inh – inhibitors of human Eya2 phosphatase activity. recombinant Eya2, OMFP fluorescence dephosphorylation (OMFP is methylfluorescein phosphate). 330,000 compounds, 0.006% hits. Potency, µM (doses to about 76.9 µM), for the others: top-dose activity, negative = inhibition, usual class: inhibitors. O00167; further: potency means the concentration at half of the fitted maximal effect
Target sequence (O00167 whole entry, looked up): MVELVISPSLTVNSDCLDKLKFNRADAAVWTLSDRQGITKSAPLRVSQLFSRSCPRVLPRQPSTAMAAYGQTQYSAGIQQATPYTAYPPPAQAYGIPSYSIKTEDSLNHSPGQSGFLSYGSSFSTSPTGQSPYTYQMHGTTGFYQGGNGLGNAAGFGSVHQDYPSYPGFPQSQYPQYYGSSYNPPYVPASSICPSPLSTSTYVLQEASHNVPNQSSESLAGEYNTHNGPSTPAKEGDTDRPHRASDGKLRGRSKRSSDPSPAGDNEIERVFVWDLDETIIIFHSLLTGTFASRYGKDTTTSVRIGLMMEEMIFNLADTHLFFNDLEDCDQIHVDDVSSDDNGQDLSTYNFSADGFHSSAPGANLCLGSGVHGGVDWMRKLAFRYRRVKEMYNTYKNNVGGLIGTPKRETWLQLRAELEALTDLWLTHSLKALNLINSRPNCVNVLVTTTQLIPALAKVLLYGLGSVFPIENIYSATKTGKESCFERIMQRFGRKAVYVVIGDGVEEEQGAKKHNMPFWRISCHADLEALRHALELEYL
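Eya2 (0.2 uM) preincubated 10 min at ambient with compound, then OMFP substrate added at 50 uM; 10 min reaction in 50 mM HEPES pH 7.5, 50 mM NaCl, 5 uM MgCl2, 0.05% BSA, 1 mM DTT. Fluorescence read at Ex 485/Em 525 nm.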
GALK inh – galactokinase (human) inhibition. P51570. Purified GALK, Kinase-Glo residual ATP luminescence. Potency, µM (titrated, usually from 57.5 µM), for inactives: top-dose activity change, negative = inhibition, actives largely listed as inhibitors. 270,000 compounds, 0.007% hits; further: potency means the concentration at half of the fitted maximal effect
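5 nM enzyme, 35 uM ATP, 100 uM galactose, 20 mM HEPES pH8.0, 5 mM MgCl2; 1 h RT; residual ATP by Kinase-Glo Plus luminescence, qHTS format.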
uPA generation – blocks generation of uPA at the cell surface; Potency, µM (doses to about 38.3 µM), inactives show at the highest dose activity change, negative = inhibition, usual class: inhibitors; 330,000 compounds, 0.31% hits; cell surface uPA generation assay, qHTS; active means well fitted inhibition curve with a large enough effect; inconclusive means small, poorly fitted or top-dose-only effect; inactive means no such curve, though single readings can be large or run the other way; tested in mouse RAW 264.7 cells; further: potency means the concentration at half of the fitted maximal effect; nearly all actives have a fitted effect of over 55% in size
PKM2 act – PKM2 (human) enzyme activation; 260,000 compounds, 0.34% hits; purified PKM2, Kinase-Glo ATP luminescence, activation; response scale: 0% is enzyme alone, no compound; Potency, µM (doses to about 57.5 µM), inactives show top-dose activation, hits mostly activators; P14618; further: potency means the concentration at half of the fitted maximal effect; nearly all actives have a fitted effect of over 55% in size
Target sequence (P14618 whole entry, looked up): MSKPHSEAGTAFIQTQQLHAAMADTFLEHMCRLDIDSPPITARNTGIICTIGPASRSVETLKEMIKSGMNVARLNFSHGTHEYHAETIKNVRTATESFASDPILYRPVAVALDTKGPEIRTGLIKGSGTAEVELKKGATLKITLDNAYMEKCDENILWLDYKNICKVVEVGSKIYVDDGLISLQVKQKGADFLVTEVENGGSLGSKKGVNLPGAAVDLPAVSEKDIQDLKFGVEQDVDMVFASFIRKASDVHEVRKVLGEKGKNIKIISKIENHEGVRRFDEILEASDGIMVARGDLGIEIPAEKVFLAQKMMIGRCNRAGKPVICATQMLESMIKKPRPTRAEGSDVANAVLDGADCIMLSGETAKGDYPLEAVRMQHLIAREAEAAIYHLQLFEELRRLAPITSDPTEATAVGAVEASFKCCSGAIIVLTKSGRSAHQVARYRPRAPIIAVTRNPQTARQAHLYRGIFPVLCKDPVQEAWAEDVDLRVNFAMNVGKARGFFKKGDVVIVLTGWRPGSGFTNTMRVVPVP
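Kinase-Glo luminescence reports ATP generated from ADP (0.1 mM) and PEP (0.5 mM) by purified hPK-M2 after 1 h at room temperature, pH 7.2 imidazole buffer; intermediate enzyme activity allows detecting inhibitors and activators.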
KCNH2 3.1 block – inhibitors of human KCNH2 3.1 potassium channel isoform; U2OS KCNH2 3.1, thallium flux FluxOr; active compounds read low; activity change, % (tested at about 1.8 µM); 340,000 compounds, 0.95% hits;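 active means maximum activity change below -70%; inconclusive means maximum activity change from -70% to -50%; inactive means maximum activity change above -50%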;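 further: thallium influx rate constant from kinetic fluorescence after stimulation buffer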
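FluxOr-based Tl+ influx in U2OS cells transduced with KCNH2 3.1 virus; rate constants normalized to DMSO controls.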
USP2a block – USP2a (human) protease inhibition; 330,000 compounds, 0.01% hits; AID 463254; Potency, µM (highest dose often 38.3 µM), for inactives: at the highest dose activity change, negative = inhibition, usual class: inhibitors; O75604; USP2 core, Ub-CHOP2 coupled fluorogenic reporter, 485/531;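 further: potency means the concentration at half of the fitted maximal effect; plate controls were DMSO wells for no effect and full inhibition by NEM control for full effect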
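USP2 core (10nM final) preincubated 30min RT with compound in 20mM Tris-HCl pH 8.0, 2mM CaCl2, 2mM beta-mercaptoethanol, 0.05% CHAPS; 25nM Ub-CHOP2 plus 25nM reporter substrate added, fluorescence (Ex485/Em531) read after 60min.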
Giardia kill – Giardia lamblia killing. AID 540267. 340,000 compounds, 0.15% hits. Giardia lamblia trophozoite viability. activity change, % at 7.66 µM, hits read low; in the data active means activity change below about -80%; inconclusive means between about -30% and that limit;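 further: parasites exposed to compound for two days anaerobically before the ATP read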
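Trophozoite viability was measured as ATP-dependent luminescence, read 15-30 min after reagent addition. Before that, parasites at 100 cells/well were exposed to compounds for 48 h, anaerobically, at 37 deg C.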
An asterisk follows results filed as active; ? = inconclusive; . = not tested or not shown; [ ] = another dose, or the depositor's remark. Unless noted, the call rests on the fitted dose curve; in most records, active means well fitted curve in the direction sought with a large enough effect; inconclusive means small, poorly fitted or top-dose-only effect, or another doubt; inactive means no such curve, though single readings can be large; an effect the other way counts as inactive or inconclusive. Unless noted, on the % scale 0 is the no-effect control and ±100 the full control effect. Not a hit list. About 2.4% of those tested had a hit in this group.

(1) CC12CCC(C(=O)NNC(=O)c3ccccc3)(OC1=O)C2(C)C (configuration not stated)
(2) CCOc1ccc(CNC(=O)CCS(=O)(=O)Cc2ccccc2C)cc1OC
(3) CN(C(=O)Cc1c(C(=O)O)n(C)c2ccccc12)c1cccc(C(F)(F)F)c1
(4) O=C(CSc1nnc2c3c4c(sc3ncn12)CCCC4)NCc1ccco1
(5) Cc1noc(C)c1NC(=O)Nc1ccc2c(c1)C(=O)N([C@H](C)CO)C[C@H](C)[C@@H](CN(C)S(=O)(=O)c1cn(C)cn1)O2
(6) CN1CCC(=NNC(=O)C(=O)Nc2ccc(F)cc2)CC1
(7) CCC(CC)C(=O)Nc1cc(C(=O)NCCc2ccccc2)ccc1Cl
(8) COc1ccccc1CNC(=O)COC(=O)c1c[nH]c2ccccc12

compound no.	1	2	3	4	5	6	7	8
Chronic BCR inh	1%	?	4%	4%	0%	?	?	-3%
KCNH2 WT inh	20	0	-4	9	-4	-5	4	-1
B2AR arrestin	-0.8%	0.1%	-0.1%	-0.3%	-0.4%	-0.1%	-0.1%	0.2%
Coupling enz	2	0	7	4	.	-1	2	.
Eya2 phos inh	-3%	-2%	13%	-3%	-32%	-5%	-9%	3%
GALK inh	-1%	-1%	4%	-4%	.	2%	.	.
uPA generation	-7%	7%	0%	0%	6%	2%	7%	6%
PKM2 act	1%	-11%	.	12%	.	3%	0%	.
KCNH2 3.1 block	0	8	1	-18	-3	4	15	4
USP2a block	3%	-1%	1%	1%	-5%	3%	3%	2%
Giardia kill	7	11	-6	-12	32[activator]	-1	6	9

(9) Cc1ccc(NC(=S)NNC(=O)CSc2nc3ccccc3c(=O)n2-c2ccc(C)cc2)cc1
(10) Cc1ccc2nc(-c3ccccc3)cn2c1
(11) CCOc1ccc(NCc2nnc(SCC(=O)Nc3cc(C)on3)n2-c2ccc(OC)cc2)cc1
(12) COc1ccc(Cn2c(-c3ccc(Cl)cc3)c[n+]3ccccc23)cc1
(13) COC(=O)c1ccc(NC(=O)c2ccc(C)cc2)o1
(14) O=c1oc2c(CN3CCCCC3)c(O)ccc2cc1-c1nc2ccccc2[nH]1
(15) Cc1c(NC(=S)NC(=O)c2ccco2)c(=O)n(-c2ccccc2)n1C
(16) CCN(CC(=O)NC1CCS(=O)(=O)C1)S(=O)(=O)c1ccc(C)cc1C (configuration not stated)

compound no.	9	10	11	12	13	14	15	16
Chronic BCR inh	-6%	?	1%	-18%	?	-6%	0%	0%
KCNH2 WT inh	-11	17	6	-14	-5	7	1	-2
B2AR arrestin	-1.0%	0.2%	-0.4%	0.0%	-0.6%	0.0%	-0.3%	-0.2%
Coupling enz	4	-13	-10	0	0	0	0	-1
Eya2 phos inh	-8%	24%	-7%	-10%	-1%	?	5%	1%
GALK inh	.	20%	18%	0%	-1%	0%	0%	-3%
uPA generation	0%	-14%	.	-13%	-6%	.	6%	2%
PKM2 act	-1%	-81%	5%	3%	-5%	3%	3%	-1%
KCNH2 3.1 block	-1	-5	2	.	7	-7	15	-5
USP2a block	-11%	1%	-6%	-6%	0%	?	1%	3%
Giardia kill	-7	?	4	13	10	3	-8	-11

(17) COc1ccc(NC(=O)CCCC(=O)NCCc2ccc(OC)c(OC)c2)cc1
(18) Cc1ccccc1N(CC(=O)N/N=C/c1ccc(F)cc1)C(=O)c1ccccc1
(19) O=C(CNC(=O)c1cccc(Cl)c1)N/N=C/c1cccnc1
(20) CCCNC(=O)CS(=O)(=O)Cc1nc(-c2cccc(OC)c2)oc1C
(21) O=C(CSc1nnc2ccc(-c3cccnc3)nn12)Nc1ccc(F)cc1F
(22) Cn1c(-c2ccccc2)c[n+]2c1-c1ccccc1C2
(23) CC(C)(C)c1ccc(/C=C/C(=O)N2CCN(c3ncccn3)CC2)cc1
(24) COc1ccc(S(=O)(=O)NCC(c2ccc(C)cc2)N2CCN(C)CC2)cc1 (configuration not stated)

compound no.	17	18	19	20	21	22	23	24
Chronic BCR inh	-6%	-17%	-6%	-7%	?	2%	0%	?
KCNH2 WT inh	-12	-4	4	0	-4	-7	14	29
B2AR arrestin	-0.4%	-1.0%	0.9%	-0.2%	0.0%	-1.1%	0.1%	0.0%
Coupling enz	1	3	0	5	2	1	1	.
Eya2 phos inh	-30%	-28%	-21%	9%	0%	-11%	3%	7%
GALK inh	0%	-1%	-2%	-4%	0%	0%	0%	.
uPA generation	24%	1%	6%	6%	2%	-2%	-4%	-2%
PKM2 act	-3%[11.5 µM]	0%	0%	4%	3%	-6%	-2%	.
KCNH2 3.1 block	6	1	-28	21	17	-1	-6	17
USP2a block	0%	0%	2%	3%	-8%	6%	0%	0%
Giardia kill	-22	5	-5	-5	1	-13	9	5

(25) O=[N+]([O-])c1cc([N+](=O)[O-])c2nonc2c1Nc1ccc(O)cc1
(26) O=C(Nc1cccnc1)Nc1ccccc1Cl
(27) COc1ccc(/C=N\NC(=O)c2ccccc2)cc1COc1ccccc1
(28) CCOc1ccccc1NC(=O)CSC1=NN2CCCC(=O)N=C2S1
(29) CN(C(=O)c1cccc(NC(=O)Cc2cccc([N+](=O)[O-])c2)c1)C1CCCCC1
(30) CCC(=O)N/N=C(\C)CC(=O)Nc1ccccc1-c1ccccc1
(31) O=S(=O)(c1cccc(NC(=S)Nc2ccc(Br)cc2Cl)c1)N1CCOCC1
(32) O=C(CSc1nc2ccccc2c(=O)n1-c1ccccc1)N1CCc2ccccc21

compound no.	25	26	27	28	29	30	31	32
Chronic BCR inh	-1%	?	?	?	4%	?	-3%	-1%
KCNH2 WT inh	-3	-3	0	-5	-17	-9	1	14
B2AR arrestin	0.2%	-0.3%	-1.1%	-0.2%	0.2%	4.2%	0.0%	-0.4%
Coupling enz	-3	-6	1	0	.	2	-2	-1
Eya2 phos inh	0%	3%	0%	-4%	-11%	-4%	-6%	0%
GALK inh	7%	0%	5%	-5%	.	.	-1%	2%
uPA generation	11µM*	.	-11%	2%	-13%	2%	2%	0%
PKM2 act	-12%[11.5 µM]	-20%	-5%	16%	.	-9%	-8%	-1%
KCNH2 3.1 block	37	-3	.	-7	18	8	6	-4
USP2a block	2%	-1%	1%	-1%	1%	0%	-6%	3%
Giardia kill	-2	0	-14	-2	-2	5	-5	-13

Record cards, from the list above. Order of screens: Chronic BCR inh | KCNH2 WT inh | B2AR arrestin | Coupling enz | Eya2 phos inh | GALK inh | uPA generation | PKM2 act | KCNH2 3.1 block | USP2a block | Giardia kill
Results for O=C(Nc1cccnc1)Nc1ccccc1Cl → ? | -3 | -0.3% | -6 | 3% | 0% | . | -20% | -3 | -1% | 0
Results for CN(C(=O)c1cccc(NC(=O)Cc2cccc([N+](=O)[O-])c2)c1)C1CCCCC1 → 4% | -17 | 0.2% | . | -11% | . | -13% | . | 18 | 1% | -2
Results for COc1ccc(/C=N\NC(=O)c2ccccc2)cc1COc1ccccc1 → ? | 0 | -1.1% | 1 | 0% | 5% | -11% | -5% | . | 1% | -14
Results for O=S(=O)(c1cccc(NC(=S)Nc2ccc(Br)cc2Cl)c1)N1CCOCC1 → -3% | 1 | 0.0% | -2 | -6% | -1% | 2% | -8% | 6 | -6% | -5
Results for CCC(=O)N/N=C(\C)CC(=O)Nc1ccccc1-c1ccccc1 → ? | -9 | 4.2% | 2 | -4% | . | 2% | -9% | 8 | 0% | 5

Continuation:
(33) COc1cc(OC)cc(N(C(=O)C2COc3ccccc3O2)C(C(=O)NC2CCCCC2)c2ccc(O)cc2)c1 (configuration not stated)
(34) CCCCN(CC)C(=O)c1n[nH]c(=O)c2ccccc12
(35) Cc1c(Cc2ccc3c(c2)OCO3)sc(NC(=O)C(C)(C)C)c1C#N
(36) Cc1ccc(NC(=O)c2cccnc2)cc1C
(37) CN(c1ccc(Cl)cc1)S(=O)(=O)c1nnc(NC(=O)C(C)(C)C)s1
(38) COc1cc(OC)c(OC)cc1/C=C1\Oc2cc(OCC(=O)N3Cc4ccccc4C[C@H]3C(=O)O)ccc2C1=O

compound no.	33	34	35	36	37	38
Chronic BCR inh	-1%	16%	-18%	8%	?	?
KCNH2 WT inh	0	-1	11	-10	0	1
B2AR arrestin	2.3%	-0.4%	0.4%	-0.4%	-0.3%	-0.1%
Coupling enz	-1	-1	-1	-3	2	2
Eya2 phos inh	-20%	9%	-27%	1%	2%	?
GALK inh	2%	-1%	-7%	-2%	0%	.
uPA generation	-6%	.	?	-2%	-14%	7%
PKM2 act	2%	-2%	3%	-4%	.	-16%
KCNH2 3.1 block	-4	-10	-6	-10	8	1
USP2a block	-8%	-1%	-2%	2%	2%	11%
Giardia kill	-5	25	1	-4	1	-13
